Screens (PubChem BioAssay)
RMI-FANCM inh – inhibitors of human RMI core complex binding to FANCM MM2 | Fluorescence polarization, RMI core complex with F-MM2 peptide; active compounds read low | AID 1159607 | FP signal (polarization) at 33 µM | 0.58% of 70,000 active; in the data active means FP signal below about 40; further: inactives centre near 61; strong numbers were not always called active; unit not given here
Numbers without * were called inactive; & = joins results of further samples. A portion of the library; the hit share may differ from the screen's.

RMI-FANCM inh | Structure
68 | COc1ccc2oc(-c3csc(NC(=O)c4ccnn4C)n3)cc2c1
59 | COC(=O)c1ccc(Cn2cnc3c(nnn3-c3cc(C)cc(C)c3)c2=O)o1
69 | O=C(Nc1ccc2c(c1)OCO2)N1CCN(c2ccc(-c3ccc4c(c3)OCO4)nn2)CC1
71 | Cc1cc(-c2nnc(NC(=O)c3ccnn3C)o2)n(C)n1
61 | CCCCOC(=O)C(=O)Nc1ccc(Cl)cc1
62 | COc1ccc(C)cc1Nc1nc(C(=O)N2CCN(c3ccccn3)CC2)cs1
63 | COc1ccccc1NC(=S)N1CCN(Cc2ccc3c(c2)OCO3)CC1
66 | O=C(Nc1nnc(-c2ccc(Br)s2)o1)C1CCCN1S(=O)(=O)c1cccs1 (stereo unspecified)
61 | O=C1CCC(=O)N1CN1CCN(CN2C(=O)CCC2=O)CC1
60 | NC[C@H]1O[C@H](O[C@H]2C(O[C@@H]3O[C@H](CO)[C@@H](O)[C@H]3O)[C@@H](O)[C@H](N)C[C@@H]2N)[C@H](N)[C@@H](O)[C@@H]1O (stereo partly specified)
72 | COCCN1CCC(CNC(=O)C(=O)NC(C)C)CC1
56 | O=c1cc(-c2ccccc2)nc2scc(-c3ccc([N+](=O)[O-])cc3)n12
53 | CNC(=O)[C@H]1O[C@@H](n2cnc3c(NCc4ccc(N)cc4)ncnc32)C(O)[C@H]1O (stereo partly specified)
53 | CC(C)=NNC(=S)Nc1ccc(C)cc1C
60 | CN=C(NS(=O)(=O)c1ccc(Br)cc1)c1ccc(Cl)cc1
74 | O=C(COc1ccc(Cl)cc1)NCCCN1CCOC(c2ccccc2)C1 (stereo unspecified)
39 | CC(C)=CCC/C(C)=C/CO
66 | Cc1cc(NC(=O)C(=O)NCCN2CCN(c3ccccc3)CC2)c2ccccc2n1
66 | Cn1c(SCC(=O)NCCc2ccccc2)nnc1-c1ccc(=O)n(C)c1
95 | CCOc1ccccc1NC(=O)c1csc(Nc2ccc(OC(F)F)cc2)n1
76 | O=C1CCCC2=C1C(c1ccc(Cl)cc1)n1c(s/c(=C\c3ccc4ccncc4c3)c1=O)=N2 (stereo unspecified)
65 | CCCCCn1c(SCC#N)nc2cc(C(=O)N3CCc4ccccc4C3)ccc2c1=O
52 | Cc1cc(C)c(N=C(NN)N(C)C)cc1C
56 | CNC(=S)NNC(=O)CSc1nnc(-c2ccc(C(C)(C)C)cc2)n1CCCOC
61 | CCCCCOC(=O)Cn1c(=O)c2c(nc(Br)n2Cc2ccc(Cl)cc2)n(C)c1=O
73 | O=C(CN1C(=O)CCC1=O)Nc1nc(-c2ccc(Cl)cc2Cl)cs1
58 | NC(=O)C1(NC2CCCCC2)CCCCC1
68 | CC(C)C(=O)Nc1ccc(SCC(=O)N2CCCCCC2)nn1
66 | O=C(NCc1ccsc1)C(=O)Nc1ccccc1
81 | CN(C)c1ccc(C(CN)N2CCN(c3ccc(F)cc3)CC2)cc1 (stereo unspecified)
54 | CN1CCN(Cc2c(O)ccc3c(-c4cc5cc(Br)ccc5oc4=O)cc(=O)oc23)CC1
59 | COc1ccc(N2CCN(S(=O)(=O)c3cccc(C)c3)CC2)cc1
58 | CC(C)=C1C(=O)NN(c2ccccc2)C1=O
61 | O=C(/C(=C\C(=O)c1ccco1)c1ccccc1)c1ccccc1
66 | COc1ccccc1C(=O)Nc1ccc(I)cc1C
54 | O=C(O)C1CC(=O)N(CCc2ccc(Cl)cc2)C1 (stereo unspecified)
65 | COc1ccc(OCC(O)CNC(=O)c2sc3ccccc3c2Cl)cc1 (stereo unspecified)
54 | Cc1ccc(NC(=O)c2cc(-c3ccccc3)nc3ccccc23)c(C(=O)c2ccccc2)c1
70 | O=C(Cn1c(=O)cnc2cc(S(=O)(=O)N3CCCCC3)ccc21)NCc1ccco1
60 | Cc1cc(Nc2ccccc2Cl)c2ccccc2n1
70 | O=C(NCCOc1ccc2nnc(-c3cccc(F)c3)n2n1)c1ccccc1Cl
53 | CC(=O)Nc1ccc(-c2nc3c(Cl)cccc3[nH]2)cc1
59 | COc1ccc(N2CCN(C(CNS(=O)(=O)c3ccc(OC)c(C)c3)c3cccnc3)CC2)cc1 (stereo unspecified)
50 | O=C(NNC(=O)c1ccc[nH]1)Nc1ccccc1
51 | Cn1c(SCC(=O)N2CCCC2)nc2cc(-c3ccccc3)sc2c1=O
52 | NC(=S)NCCCC(N)C(=O)O (stereo unspecified)
62 | O=C(NCCC(c1ccccc1)c1ccccc1)C(=O)NCc1cccs1
71 | COc1ccc(OC)c2[nH]c(=O)c(CCNC(=S)Nc3ccccc3F)cc12

Part of the list above, as tab-separated lines.
Molecule	RMI-FANCM inh
CC(=O)Nc1ccc(-c2nc3c(Cl)cccc3[nH]2)cc1	53
O=C(NCCC(c1ccccc1)c1ccccc1)C(=O)NCc1cccs1	62
O=C(Cn1c(=O)cnc2cc(S(=O)(=O)N3CCCCC3)ccc21)NCc1ccco1	70

Returning to the listing; the six compounds before the break are reprinted first.
RMI-FANCM inh | Structure
59 | COc1ccc(N2CCN(C(CNS(=O)(=O)c3ccc(OC)c(C)c3)c3cccnc3)CC2)cc1 (stereo unspecified)
50 | O=C(NNC(=O)c1ccc[nH]1)Nc1ccccc1
51 | Cn1c(SCC(=O)N2CCCC2)nc2cc(-c3ccccc3)sc2c1=O
52 | NC(=S)NCCCC(N)C(=O)O (stereo unspecified)
62 | O=C(NCCC(c1ccccc1)c1ccccc1)C(=O)NCc1cccs1
71 | COc1ccc(OC)c2[nH]c(=O)c(CCNC(=S)Nc3ccccc3F)cc12
57 | CCNc1nc(NCC)nc(Nc2ccc(C)c(C)c2)n1
63 | CCOC(=O)c1sc(N/N=C\c2ccccc2Cl)c2c1CC(C)(C)CC2=O
66 | COc1ccc2sc(N(Cc3ccccn3)C(=O)c3ccn(C)n3)nc2c1
64 | CCCN1C(=O)C(C)(C)COc2cc(NS(=O)(=O)c3ccccc3Br)ccc21
61 | O=c1cc(NCc2cccs2)[nH]c(=O)n1-c1ccc(Br)cc1
55 | O=C(Nc1ncnc2c1CCC2)c1ccc(S(=O)(=O)N2CCc3ccccc3C2)cc1
72 | Cc1cc(NC(=O)C(=O)NCc2ccsc2)c2ccccc2n1
53 | Cc1c(NC(=O)CC(NCCc2ccccc2)C(=O)O)c(=O)n(-c2ccccc2)n1C (stereo unspecified)
63 | O=C1c2ccccc2C(=O)N1CN1CCC(CCCC2CCN(CN3C(=O)c4ccccc4C3=O)CC2)CC1
58&56 | N#C/C(=C\N1CCc2ccccc21)S(=O)(=O)c1ccc(C(F)(F)F)cn1
117 | CCOC(=O)c1c(C)oc2ccc(N(C(=O)Oc3ccccc3)S(=O)(=O)c3ccc(Br)cc3)cc12
62 | O=C(NCCn1ncccc1=O)c1ccc2c(c1)OCO2

In the list so far, these contain a cyano group.
RMI-FANCM inh | Structure
65 | CCCCCn1c(SCC#N)nc2cc(C(=O)N3CCc4ccccc4C3)ccc2c1=O
58&56 | N#C/C(=C\N1CCc2ccccc21)S(=O)(=O)c1ccc(C(F)(F)F)cn1

(listing goes on)
RMI-FANCM inh | Structure
64 | Cc1ccc(NC(=O)Cn2nc3ccc(SC(C)C)nn3c2=O)cc1C
59 | CC1CC(C)CN(c2cc(=O)n(-c3ccccc3Cl)c(=O)[nH]2)C1 (stereo unspecified)
53 | Cc1ccc(Oc2ccc(C(F)(F)F)cc2[N+](=O)[O-])c([N+](=O)[O-])n1
70 | O=C(COc1ccc(F)cc1)NCCc1ccc(N2CCCC2)cc1
112 | O=C(COC(=O)c1ccccc1Br)c1ccc(NC(=O)c2ccccc2)cc1
54 | CC(=O)Oc1cc(-c2coc3cc(OC(C)=O)c(OC(C)=O)c(OC(C)=O)c3c2=O)cc(OC(C)=O)c1OC(C)=O
53 | O=C(c1ccc([N+](=O)[O-])cc1)N(CCN1CCOCC1)c1nc2c(F)cc(F)cc2s1
63 | CC1Cc2ccccc2N1C(=O)c1ccc(=O)n(Cc2cccc(F)c2)n1 (stereo unspecified)
73 | CC(=O)c1ccc(N2CCN(C(=O)c3sc(NC(=O)Nc4ccc(C)cc4)nc3C)CC2)cc1
50 | CCOC(=O)c1ccc(N2CC3CCCCN3C2c2cccc(OC)c2O)cc1 (stereo unspecified)
71 | O=C(COc1ccccc1F)NCC1CCN(Cc2cccs2)CC1
58 | O=C1/C(=C\c2ccco2)SC(=S)N1CCC(=O)N1c2ccccc2Sc2ccc(Cl)cc21

Three of these compounds, reformatted:
| structure | RMI-FANCM inh |
| --- | --- |
| CC(=O)c1ccc(N2CCN(C(=O)c3sc(NC(=O)Nc4ccc(C)cc4)nc3C)CC2)cc1 | 73 |
| O=C1/C(=C\c2ccco2)SC(=S)N1CCC(=O)N1c2ccccc2Sc2ccc(Cl)cc21 | 58 |
| O=C(COc1ccccc1F)NCC1CCN(Cc2cccs2)CC1 | 71 |

Continued.
RMI-FANCM inh | Structure
67 | CCOC(=O)c1sc(=NC(=O)c2cc(C)nn2CC)n(C)c1C
55 | COc1cc(-c2noc(CN3C(=O)C(C)Oc4ccccc43)n2)cc(OC)c1OC (stereo unspecified)
60 | CC(=O)O[C@H]1C[C@@H](O)C(C)(C)C2C[C@@H](OC(C)=O)[C@]3(C)C(CC[C@@]4(C)[C@H](c5ccoc5)OC(=O)C5OC543)[C@]21C (stereo partly specified)
58 | Cc1ncoc1C(=O)Nc1ccccc1F
65 | COc1ccccc1CCNC(=O)CSc1ccc(NC(C)=O)nn1
65 | CS(=O)(=O)N1CCC(C(=O)Nc2nnc(-c3cc(Cl)ccc3Cl)o2)CC1
60 | Cc1sc2ncnc(SCC(=O)Nc3c(C)n(C)n(-c4ccccc4)c3=O)c2c1C
60 | O=C(Nc1nccs1)NC1CCCCC1
57 | O=C(CC(c1ccccc1)c1ccccc1)Nc1nnc2n1CCS2
59 | O=C(COCC(=O)Nc1nc(-c2ccncc2)cs1)Nc1nc(-c2ccncc2)cs1
62 | COc1ccc(C(=O)O)c(OCC(=O)O)c1
65 | Cc1nnc(SCC(=O)Nc2cccc(C(F)(F)F)c2)n1-c1ccc2c(c1)OCCO2
60 | CCOc1ccc(Br)cc1S(=O)(=O)Nc1ccc(-c2cn3ccc(C)nc3n2)cc1
64 | CCOCCn1c(=NC(=O)c2ccc(Cl)s2)sc2cc(C(=O)OC)ccc21
68 | O=C(Cc1cn(Cc2ccccc2)c2ccccc12)N1CCOCC1
56 | O=C(Nc1ccc(OCc2ccccc2)cc1)N1CCN(C(=O)C2CCCO2)CC1 (stereo unspecified)
58 | COc1ccc(S(=O)(=O)c2ccc(NCCc3c[nH]c4ccc(OC)cc34)nn2)cc1
57 | Cc1ccc(Cl)cc1NC(=S)NN
67 | CCOC(=O)c1sc(NC(=O)CCN2CCCCCC2)c(C(=O)OCC)c1C
55 | CCCCCCCc1c(COC)[nH][nH]c1=O
54 | O=C(c1cccs1)N1CCC2(CC1)OCCO2
63 | CCCCNC(=O)Nc1ccc(C23CC4CC(CC(C4)C2)C3)cc1
53 | NC(=O)C1Cc2ccccc2N1C(=O)Cc1cccs1 (stereo unspecified)
62 | Cc1oc(C(C)(C)C)cc1-c1cc(NS(=O)(=O)c2ccc(Cl)cc2)n[nH]1
62 | OCCN1CCN(CC/C=C2/c3ccccc3Sc3ccc(Cl)cc32)CC1
52 | C=CCc1c(C)[nH]c(=O)c(C#N)c1C
63 | O=C(C1COc2ccccc2O1)N1CCN(CC(=O)N(c2ccccc2)C2CCCCC2)CC1 (stereo unspecified)
68 | N#Cc1c(NC(=O)CSc2ccc(Cl)cc2)sc2c1CCN(Cc1ccccc1)C2
63 | CCOc1ccc(NC(=O)CSc2ncc(S(=O)(=O)c3ccc(CC)cc3)c(=O)[nH]2)cc1
65 | Cc1nc2scc(C)n2c(=O)c1NC(=O)CC1CCCCC1
68 | Cc1onc(-c2c(F)cccc2Cl)c1C(=O)OCc1sccc1-n1c(C)ccc1C
63 | Clc1ccc(Oc2ccnc3cc(Cl)ccc23)cc1
63&58 | CCOC(=O)[C@H](CCc1ccccc1)N[C@@H](C)C(=O)N1[C@H](C(=O)O)C[C@@H]2CCC[C@@H]21
54 | CC(C)(CC(=O)O)CC(=O)N1CCN(S(=O)(=O)c2cc(Cl)cc(Cl)c2)CC1
46 | O=C(NC(COC(=O)OCc1ccccc1)C(=O)O)OCc1ccccc1 (stereo unspecified)
57 | CC(C)C(NC(=O)C12CC3CC(CC(C3)C1)C2)C(=O)NC1=NCCS1 (stereo unspecified)
53 | CCCOc1ccccc1/C=N\NC(=S)Nc1ccc(Br)cc1C
63 | CCOC(=O)c1sc(Nc2nc3ccc(OC)cc3s2)cc1C
57 | O=[N+]([O-])c1cccc(-c2[nH]ncc2Br)c1
57 | Cc1ccc(C)c2sc(NC(=O)c3ccccc3[N+](=O)[O-])nc12
65 | Cc1sc2nc(SC3C=CCCC3)[nH]c(=O)c2c1C (stereo unspecified)
56 | Cc1ccccc1CO/N=C/c1[nH]ncc1Br
69 | O=C1CC(c2cccs2)SC(=Nc2ccccc2)N1c1ccccc1 (stereo unspecified)
22 | COc1ccc(S(=O)(=O)c2cn(CC(=O)Nc3ccc(C)cc3C)c3ccc(F)cc3c2=O)cc1
48 | C[C@@H]1C[C@H]2[C@@H]3C[C@H](F)C4=CC(=O)C=C[C@]4(C)[C@@]3(Cl)[C@@H](O)C[C@]2(C)[C@H]1C(=O)COC(=O)C(C)(C)C
160 | CN(C)CCCN(C(=O)c1cc2cc([N+](=O)[O-])ccc2s1)c1nc2cc3c(cc2s1)OCO3
51 | COc1cc(OC)cc(-c2nnc(NC(=O)c3ccc(Cl)cc3Cl)o2)c1
67 | O=C1c2cccc(O)c2CCN1Cc1ccc(Br)cc1
59 | CCOC(=O)NNC(=O)NC
54 | COc1ccc(-n2ccn(Cc3ccccc3F)c(=O)c2=O)cc1Cl
78 | CCn1nc(C)cc1C(=O)Nc1sc(-c2ccccc2)cc1C(N)=O
56 | O=C(O)c1ccc(-n2nc(C(F)(F)F)cc2-c2cccs2)cc1
53 | Cc1cc(S(=O)(=O)Nc2ccccc2-c2nnc(-c3ccc(C(C)(C)C)cc3)o2)c(C)cc1Cl
72 | COc1ccc(CNC(=O)c2sc(=S)n(Cc3ccco3)c2N)cc1
71 | O=C(c1ccc2ccccc2n1)N1CCN(c2ccc(-c3ccc(F)cc3)nn2)CC1
41 | CC(=O)c1sc(-c2c(Cl)cc(C(F)(F)F)cc2Cl)nc1C
72 | COCCN1CCC(CNS(=O)(=O)c2cc(Cl)ccc2C)CC1
52 | O=C(NCCc1nc2ccccc2[nH]1)OCc1ccccc1
